Screening results: PubChem, several laboratories
AGP1-GFP MLPCN = yeast TOR pathway AGP1-GFP modulation | S. cerevisiae AGP1-GFP multiplex flow cytometry, 3 h; GFP as percent of DMSO wells | GFP response vs DMSO, % at 10 µM | actives 0.02% (n = 320,000);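 active = GFP response relative to DMSO above a set limit, near screen average plus 3 SD, cut at about 150% in these data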;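 also: median GFP channel fluorescence of the gated AGP1 strain per well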
BCLXL inh = Bcl-xL (human) inhibition | Q07817 | GST-Bcl-xL / FITC-Bim BH3 peptide fluorescence polarization | inhibition, % at 10.9 µM | actives 0.7% (n = 320,000) | AID 2129;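 active = inhibition above the mean of all tested compounds plus 3 SD, cutoff set per campaign, cut at about 30% in these data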;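 also: 0% = DMSO wells and 100% = unlabeled Bim-BH3 peptide competitor; inhibitors lower millipolarization by displacing the labeled peptide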
Target sequence (Q07817 whole entry, looked up): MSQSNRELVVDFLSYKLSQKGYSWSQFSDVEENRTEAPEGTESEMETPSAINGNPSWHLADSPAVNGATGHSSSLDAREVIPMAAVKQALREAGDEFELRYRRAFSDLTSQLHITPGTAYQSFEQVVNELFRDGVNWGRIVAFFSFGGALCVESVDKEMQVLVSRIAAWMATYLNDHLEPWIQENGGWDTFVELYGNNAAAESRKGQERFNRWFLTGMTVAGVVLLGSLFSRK
GRK2 inh = blocks RNA aptamer binding to human GRK2; P25098; bead flow cytometry, FAM-aptamer displacement from GRK2; inhibition of aptamer binding, % at 10 µM; actives 0.59% (n = 330,000); AID 488847;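 active = inhibition of aptamer binding above 40%, roughly 3 SD of noise, on plates passing a quality check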;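 also: median bead fluorescence of bound FAM aptamer so fluorescent compounds give negative values; no value below 0 was filed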
CR mimetic SO = lowers age-related superoxide in aged yeast cells. S. cerevisiae aged cells, superoxide DHE fluorescence; stronger effect = lower value. superoxide response (% of plate mean), % at 10 µM. actives 0.18% (n = 330,000). AID 2690;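 active = superoxide response under a set limit, about three screen SD below normal, cut at about 65% in these data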;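 also: yeast aged for seven days with compound at 30 °C before DHE staining; 100% = average MFI of all compound-treated wells on the plate with controls excluded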
MCL1-BIM inh = disrupts human MCL1 binding to BIM-BH3 peptide. GST-MCL1 / FITC-Bim-BH3 fluorescence polarization. inhibition, % at 10.9 µM. actives 0.68% (n = 320,000);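 active = inhibition above the mean inhibition of all tested compounds plus 3 SD, set per campaign, cut at about 40% in these data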;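 also: 0% = DMSO wells and 100% = unlabeled Bim-BH3 peptide control; higher means more loss of mP so more displacement of Bim peptide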
Target sequence (Q07820 whole entry, looked up): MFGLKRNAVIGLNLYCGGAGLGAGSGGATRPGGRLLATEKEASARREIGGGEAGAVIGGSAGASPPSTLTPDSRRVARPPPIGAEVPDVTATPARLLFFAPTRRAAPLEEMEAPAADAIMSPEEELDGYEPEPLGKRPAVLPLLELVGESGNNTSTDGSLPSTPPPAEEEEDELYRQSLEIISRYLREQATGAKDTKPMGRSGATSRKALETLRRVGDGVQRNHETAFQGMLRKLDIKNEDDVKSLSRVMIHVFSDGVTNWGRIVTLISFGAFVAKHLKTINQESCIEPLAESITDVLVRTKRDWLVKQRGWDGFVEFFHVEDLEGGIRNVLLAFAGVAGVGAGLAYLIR
VLA-4 inh = inhibition in a human VLA-4 binding assay; P13612; VLA-4 expressing cells, ligand binding flow cytometry; inhibition, % (about 7 µM as worked out from the volumes in the protocol); actives 0.2% (n = 330,000); in the data active = inhibition above about 50%
CIT2 TOR yeast = alters CIT2-GFP fluorescence in TOR pathway yeast screen; GFP response vs DMSO, % at 10 µM; S. cerevisiae CIT2-GFP strain, flow cytometry, 3 h; 100 means same as DMSO wells; actives 0.065% (n = 320,000); AID 2029;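 active = GFP response relative to DMSO above a set limit, near the screen mean plus 3 SD, cut at about 150% in these data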;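 also: ratio of well median GFP fluorescence to mean of DMSO wells on the plate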
MEX-5 binding = C. elegans MEX-5 TCR-2 RNA binding activity | Q9XUB2 | activity score (negative = inhibition of binding), % at 10 µM | actives 0.38% (n = 300,000) | MEX-5/FITC-TCR2 RNA binding, fluorescence polarization; stronger effect = lower value;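 active = inhibition past about -25% in most replicates, and total fluorescence under double the plate's negative control median, limit read from the data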;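 also: 0% = DMSO and -100% = 5 µM competing unlabeled TCR2 RNA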
Target sequence (Q9XUB2 whole entry, looked up): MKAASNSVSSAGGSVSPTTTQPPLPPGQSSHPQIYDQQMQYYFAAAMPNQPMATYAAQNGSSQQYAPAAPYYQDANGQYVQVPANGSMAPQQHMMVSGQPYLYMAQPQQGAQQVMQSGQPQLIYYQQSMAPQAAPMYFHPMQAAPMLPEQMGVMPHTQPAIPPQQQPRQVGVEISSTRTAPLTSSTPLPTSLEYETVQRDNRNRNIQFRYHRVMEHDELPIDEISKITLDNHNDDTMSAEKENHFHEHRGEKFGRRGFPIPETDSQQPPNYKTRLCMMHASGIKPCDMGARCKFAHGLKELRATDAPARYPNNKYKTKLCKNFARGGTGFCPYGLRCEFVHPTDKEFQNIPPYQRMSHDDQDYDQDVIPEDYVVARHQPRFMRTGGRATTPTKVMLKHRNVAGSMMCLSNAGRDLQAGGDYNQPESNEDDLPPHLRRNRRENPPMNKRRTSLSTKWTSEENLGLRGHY
GLD-1 TGE inh = GLD-1-TGE RNA interaction inhibition (C. elegans). Q17339. purified GLD-1 + fluorescein TGE RNA, fluorescence polarization. inhibition, % at 5.96 µM. actives 0.44% (n = 320,000);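 active = percent inhibition above a per-plate cutoff, the plate mean of test compounds plus 3 SD, cut at about 30% in these data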;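 also: 0% = DMSO wells with GLD-1 and probe and 100% = wells lacking GLD-1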
* = called active by the depositor; x = no result given; [ ] = remark or other dose.

SMILES | AGP1-GFP MLPCN | BCLXL inh | GRK2 inh | CR mimetic SO | MCL1-BIM inh | VLA-4 inh | CIT2 TOR yeast | MEX-5 binding | GLD-1 TGE inh
CN1C(=O)CC(C(=O)O)SC1=Nc1cccc(C(F)(F)F)c1 (centres undefined) | 111 | 2 | 1 | 109 | 0 | -4 | 93 | -7.3 | 8
Cn1nc(C(C)(C)C)c([N+](=O)[O-])c1C(=O)NC(C)(C)C | 96 | 2 | 1 | 102 | -3 | 4 | 103 | -2.8 | 7
COc1ccc2c(c1)CCCC21NC(=O)N(CC(N)=O)C1=O (centres undefined) | x | 4 | 13 | 95 | 7 | -6 | 101 | 0.0 | -1
CN(C)S(=O)(=O)c1cccc(NC(=O)c2cc(-c3cccs3)nc3ccccc23)c1 | 89 | -1 | 1 | 100 | -6 | 6 | 87 | 1.4 | -4
CCCCCn1c(CCNC(=O)CCC)nc2ccccc21 | 85[may fluoresce red] | 4 | 0 | 91 | 0 | 17 | 89[may fluoresce red] | 3.2 | 2
CCOc1ccc(N(C(=O)Nc2ccccc2)C2=NCCC2)cc1 | 74 | -1 | 0 | 101 | -1 | -4 | 65 | -1.3 | 5
Cc1cc(NC(=O)c2cc3n(n2)C(C(F)(F)F)CC(c2ccco2)N3)n(-c2ccccc2)n1 (centres undefined) | 90 | 4 | 1 | 112 | -2 | 5 | 96 | -2.0 | -2
CCOc1cc(/C=N/NC(=S)Nc2ccccc2C(F)(F)F)ccc1OCC(=O)N1CCOCC1 | 97 | 1 | 3 | 109 | 4 | -11 | 100 | -0.1 | 2
Cc1ccc(C(=O)COC(=O)CN2C(=O)C3CC=CCC3C2=O)cc1[N+](=O)[O-] (centres undefined) | 95 | 5 | 2 | 101 | 4 | -16 | 97 | -4.1 | 10
COc1ccccc1NC(=O)/C(C#N)=C/c1c(C)nn(-c2ccc(F)cc2)c1Cl | 102 | 3 | 2 | 123 | 18 | 15 | 106 | 1.2 | 0
COc1ccccc1C(=O)Nc1cccc(Oc2c(F)c(F)c(F)c(F)c2F)c1 | 107 | 1 | 0 | 98 | -2 | 13 | 107 | -3.6 | -2
O=C(Nc1ccccn1)c1ccco1 | 103 | 2 | 3 | 106 | -4 | 21 | 97 | -3.1 | 0
COc1ccc(-c2cc(C(=O)Nc3ccc(S(=O)(=O)Nc4ncccn4)cc3)c3ccccc3n2)cc1 | 104 | 4 | 0 | 96 | -3 | -11 | 102 | -1.0 | 2
CCN(CC(=O)Nc1ccc(NC(C)=O)cc1)C(=O)c1cccc(Oc2ccccc2)c1 | 106 | 2 | 3 | 103 | -4 | 3 | 95 | 0.1 | -4
CC(C)(C)OC(=O)N1CCCC(C(=O)Nc2ccc(C(=O)N3CCOCC3)cc2)C1 (centres undefined) | 85 | x | 1 | 108 | x | 3 | 84 | x | 2
COC(=O)c1cc(S(=O)(=O)Nc2cccc(OC)c2)cn1C | 102 | 1 | 0 | 97 | 6 | 10 | 100 | 0.4 | 1
O=C(Cn1c(=O)cnc2ccccc21)Nc1cc(Cl)ccc1N1CCOCC1 | 98 | x | 0 | 97 | x | -64 | 98 | x | 0
COc1ccc(NC(=O)C2CC(=O)N(c3ccccc3Cl)C2)c(OC)c1 (centres undefined) | 105 | 3 | 1 | 107 | 3 | 3 | 107 | -0.2 | -4
C=CCOc1ccc(C2C(C(=O)c3ccc(C)o3)=C(O)C(=O)N2Cc2cccnc2)cc1 (centres undefined) | 102 | 0 | 13 | 109 | -5 | 1 | 105 | 2.2 | 1
CCn1c(SCC(=O)N2CCCc3ccccc32)nnc1-c1cccs1 | 98 | 1 | 0 | 103 | 4 | 2 | 100 | -0.1 | 4

Sorted by the number under BCLXL inh (lowest first): some entries from above.
| compound | AGP1-GFP MLPCN | BCLXL inh | GRK2 inh | MCL1-BIM inh | VLA-4 inh | CIT2 TOR yeast | MEX-5 binding | GLD-1 TGE inh |
| --- | --- | --- | --- | --- | --- | --- | --- | --- |
| CCOc1ccc(N(C(=O)Nc2ccccc2)C2=NCCC2)cc1 | 74 | -1 | 0 | -1 | -4 | 65 | -1.3 | 5 |
| O=C(Nc1ccccn1)c1ccco1 | 103 | 2 | 3 | -4 | 21 | 97 | -3.1 | 0 |
| COc1ccccc1NC(=O)/C(C#N)=C/c1c(C)nn(-c2ccc(F)cc2)c1Cl | 102 | 3 | 2 | 18 | 15 | 106 | 1.2 | 0 |

Continued.
SMILES | AGP1-GFP MLPCN | BCLXL inh | GRK2 inh | CR mimetic SO | MCL1-BIM inh | VLA-4 inh | CIT2 TOR yeast | MEX-5 binding | GLD-1 TGE inh
CN(C(=O)CCN1C(=O)S/C(=C\c2ccccc2)C1=O)C1CCS(=O)(=O)C1 (centres undefined) | 102 | 5 | 3 | 99 | 8 | 4 | 98 | 2.3 | -2
NC(=O)c1ccc[n+](Cc2ccc(-c3ccccc3)cc2)c1 | 91 | 4 | 0 | 90 | 2 | 7 | 89 | -1.8 | 3
CN1CCN(C(=O)c2cc3nc(-c4ccco4)cc(C(F)(F)F)n3n2)CC1 | 92 | 8 | 0 | 102 | 9 | 4 | 90 | 0.2 | 5
CN(C)S(=O)(=O)c1cccc(NC(=O)COC(=O)c2cc(=O)c3ccccc3o2)c1 | 95 | -1 | 0 | 105 | -2 | -5 | 93 | 4.9 | 2
O=C(N/N=C/c1ccc(OC(=O)c2cccs2)cc1)c1cccc(F)c1 | 107 | -3 | 0 | 92 | -3 | x | 101 | -0.7 | 3
Cc1ccc(S(=O)(=O)Oc2cc(N)c3c(n2)CCC3)cc1 | 97 | 4 | 0 | 125 | 5 | 15 | 98 | -2.1 | 7
O=C(NC(=S)Nc1ccccc1Br)c1cccnc1 | 66 | 13 | 2 | 94 | 8 | 3 | 95 | 2.8 | 7
CCC/C(O)=C1\C(=O)CC(c2ccccc2)CC1=NCCc1c(C)[nH]c2ccc(C)cc12 (centres undefined) | 95 | -6 | 1 | 101 | -2 | -3 | 95 | 0.7 | -3
O=c1c2ccccc2oc2cc(NCCCN3CCOCC3)ccc12 | 86 | 0 | 0 | 103 | 6 | -71 | 83 | 1.7 | -5
CCOc1ccc(C(=O)OCC(=O)N2CCCC2)cc1OCC | 91 | 4 | 0 | 101 | 3 | 3 | 97 | 1.4 | 4
Cc1ccc(C(=O)CCC(=O)Nc2cccnc2)cc1C | 100 | 2 | 0 | 102 | 6 | -6 | 99 | -0.5 | -1
O=C(Nc1ccc2c(c1)ncn2C1CCCCC1)c1ccco1 | 104 | 3 | 0 | 94 | 4 | -3 | 107 | -1.9 | 2
CC1=C(C(=O)OCCOC(C)C)C(c2cccc3ccccc23)NC(=O)N1 (centres undefined) | 106 | -1 | 1 | 94 | -5 | 7 | 91 | -1.1 | 1
Cc1onc(-c2c(Cl)cccc2Cl)c1C(=O)Nc1ccc(N2CCOCC2)cc1 | 108 | -7 | 1 | 100 | -8 | 4 | 105 | 1.0 | 0
Cc1ccc(S(=O)(=O)N[C@H](C(=O)OCC(=O)NC(=O)C2CCCCC2)C(C)C)cc1 | 97 | x | 0 | 88 | x | -1 | 103 | x | 3
Cc1ccccc1NS(=O)(=O)c1ccc(C(=O)N2CCCC2)cc1 | 101 | 3 | 0 | 89 | -4 | -17 | 85 | 0.0 | 4
Cc1cc(N2CCCCC2)nc2c(C)cccc12 | 86 | 12 | 0 | 81 | -3 | -7 | 98 | 0.4 | 6
CC1CCCCN1C(=O)CCNC(=O)Cn1cnc2ccccc2c1=O (centres undefined) | 107 | 5 | 0 | 102 | 5 | 6 | 113 | -1.8 | 6
Cc1cc(C)c2nc(SCC(=O)NC(=O)c3cccn3C)cc(C)c2c1 | 100 | 3 | 2 | 98 | -3 | 6 | 101 | -1.6 | 0
CCOc1ccc(C(C)=O)cc1Cc1c(O)nc(N)[nH]c1=O | 102 | 5 | 4 | 105 | 9 | -7 | 99 | x | 1
O=C(N=Nc1c(O)[nH]c2ccccc12)c1ccccc1NS(=O)(=O)c1cccs1 | 118 | 8 | 0 | 100 | 26 | -13 | 89 | -3.3 | 7
COc1cccc(/C(C)=N/Nc2ncc(Cl)cc2Cl)c1 | 88 | -4 | 0 | 89 | -4 | 11 | 92 | 0.3 | 5
COc1cc(OC)c(C(=O)Nc2ccc3ccccc3c2)cc1OC | 103 | -1 | 0 | 103 | 4 | 6 | 102 | -2.9 | 4
Cc1n[nH]c(C)c1S(=O)(=O)N1CCN(S(=O)(=O)c2ccccc2C#N)CC1 | 115 | 1 | 10 | 102 | -1 | 0 | 98 | x | 3
CC(=O)c1cc(-c2ccccc2)n(CC(=O)Nc2cccc(C)c2C)c1C | 103 | 2 | 0 | 94 | 4 | -8 | 98 | -0.4 | 4
CC(C)(C)c1ccc(C(=O)NCc2ccccc2)cc1 | 94 | 0 | 0 | 93 | -4 | 0 | 86 | -2.2 | 0
Cc1cccc(C(=O)Nc2ccc(N3CCN(S(C)(=O)=O)CC3)cc2)c1 | 93 | 6 | 1 | 106 | 4 | 4 | 88 | 2.1 | 5
O=C1CN(S(=O)(=O)c2ccccc2)CCN1S(=O)(=O)c1ccccc1 | 106 | 6 | 0 | 104 | 0 | -2 | 113 | -1.2 | 0
O=c1c2ccccc2n2c(-c3ccc(F)cc3)nnc2n1Cc1ccccc1 | x | 3 | 0 | 95 | 0 | 8 | x | 1.6 | 2
CN(C)c1ccc(-n2cccc2/C=C2/SC(=Nc3ccc(F)cc3)NC2=O)cc1 | 102 | 1 | 3 | 102 | 5 | -3 | 106 | -6.0 | 6
Cc1cc(Br)ccc1NC(=O)CN(C)C(=O)CN1C(=O)NC(C)(C2CC2)C1=O (centres undefined) | 100 | 4 | 3 | 100 | -1 | 0 | 95 | x | 6
O=C(CCc1ccccc1)NNC(=O)COc1ccc(Br)cc1 | 102 | 0 | 0 | 104 | 1 | 9 | 99 | 0.6 | 6
O=C(N/N=C\c1cc(Br)c(Br)o1)C1COc2ccccc2O1 (centres undefined) | 92 | 8 | 0 | 110 | 10 | 5 | 78 | -0.2 | -6
COc1cccc(-c2ncc3ccccc3c2COC(=O)c2ccco2)c1 | 104 | 0 | 0 | 94 | 4 | 7 | 90 | x | -8
CCCCOc1ccccc1C1NC(=O)NC(C)=C1C(=O)OCCOCC (centres undefined) | 110 | 0 | 1 | 103 | 0 | 5 | 110 | 1.3 | 3
CN(C)c1ccc(S(=O)(=O)NCC(=O)N2CCN(c3ccccc3)CC2)cc1[N+](=O)[O-] | 112 | -8 | 3 | 99 | -6 | -6 | 108 | 0.4 | 4
OC(COc1ccc2c(c1)CCC2)CN1CCN(c2ccccc2F)CC1 (centres undefined) | 106 | 8 | 2 | 92 | 7 | 11 | 104 | 0.2 | 2
COC(=O)CC#N | 98 | 2 | 0 | 82 | -5 | 7 | 95 | x | 8
CCOC(=O)c1c(C)[nH]c(C)c1S(=O)(=O)NCCN1CCN(c2cc(Cl)ccc2C)CC1 | 100 | 8 | 0 | 107 | 3 | 4 | 100 | -0.6 | 4
C[C@@H]1CCC[C@H](C)N1Cc1nc(Cc2ccccc2Cl)no1 | 100 | -1 | 3 | 100 | -3 | -6 | 100 | -0.2 | 3
COc1cc(CNCc2ccc(OC)c3ccccc23)cc(OC)c1OC | 101 | x | 0 | 95 | x | 0 | 101 | -1.9 | x
O=C(O)c1nc(Cl)c(Cl)c(N/N=C/c2ccccc2C(F)(F)F)c1Cl | 94 | 14 | 5 | 106 | 12 | 6 | 97 | -3.9 | 0
O=C(COC(=O)c1cc(-c2cccs2)nn1-c1ccccc1)Nc1cccc([N+](=O)[O-])c1 | 100 | 2 | 0 | 100 | 12 | 22 | 99 | -0.2 | 10
